Compound activity deposited in PubChem BioAssay by National Center for Advancing Translational Sciences (NCATS).
FUS yeast rescue: FUS proteinopathy suppression in yeast | S. cerevisiae FUS-expressing, growth rescue, OD600, 24 h | Potency, µM (highest dose often 76.6 µM), for inactives: top-dose growth rescue (activation), usual class: activators | 390,000 compounds, 0.24% hits;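 also: plate controls were DMSO vehicle for no effect and reference control for full effect; nearly all actives have a fitted effect of over 55% in size; some results filed as inactive show a strong effect at the top dose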
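Yeast expressing FUS under galactose induction, OD 0.005 in 2% galactose medium; compounds in a dilution series, 24 h at 30C. Growth rescue by absorbance at 600 nm; CP55940 positive control, DMSO negative.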
Abeta rescue: compounds reversing amyloid beta toxicity in yeast; yeast expressing A-beta42, growth rescue, OD600, 48 h; response scale: 0% DMSO, 100% iron-clioquinol control; Potency, µM (highest dose often 46.1 µM), inactives show at the highest dose growth rescue, usual class: activators; 410,000 compounds, 0.063% hits; AID 1347071; also: nearly all actives have a fitted effect of over 55% in size
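Growth rescue measured by 600 nm absorbance after 48 h yeast culture at 30 C with compound. Values normalized between DMSO and an equimolar ferric chloride plus clioquinol control.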
The depositor's hits bear a star. Calls follow the shape of the dose curve; as a rule, active = well fitted activation curve with a large enough effect; inconclusive = small, poorly fitted or top-dose-only effect; inactive = no such curve, though single readings can be large or run the other way. Potency is read from the fitted curve at half-maximal effect.

How did COc1cc(NC(=O)CN(C)S(=O)(=O)c2ccc3c(c2)CCCC(=O)N3)cc(OC)c1OC do in these assays?
FUS yeast rescue: -5.2%; Abeta rescue: -3.7%

Results for COc1ccc(S(=O)(=O)N(CC(=O)Nc2cccnc2)c2ccc(C)cc2)cc1OC ?
FUS yeast rescue: -5.6%; Abeta rescue: -6.1%

What do the screens show for `COc1ccc(/C=C(/C#N)c2nc(-c3ccc(-c4ccccc4)cc3)cs2)cc1`?
FUS yeast rescue: -16.0%; Abeta rescue: -6.4%

What do the screens show for `CC(=O)Nc1ccc(Nc2ccc3cc(S(=O)(=O)N4CCCCC4)ccc3n2)cc1`?
FUS yeast rescue: 16.3%; Abeta rescue: -5.6%

What do the screens show for `Cc1ccc(C)c(CN2CCC(CNC(=O)C(CC(C)C)N3Cc4ccccc4C3=O)CC2)c1` (centres undefined)?
FUS yeast rescue: -4.0%; Abeta rescue: -4.7%

What do the screens show for `Cn1cc(C(=O)NCc2ccccc2Cl)c(=O)c2cc(S(=O)(=O)N3CCCCCC3)ccc21`?
FUS yeast rescue: 17.6%; Abeta rescue: -3.8%

Results for C#CCSc1nc2sc3c(c2c(=O)n1Cc1ccccc1)CCCC3 ?
FUS yeast rescue: 8.0%; Abeta rescue: -17.1%

Results for CCOc1ccc(CCNC(=O)c2ccc3c(c2)N(Cc2ccccc2)C(=O)c2ccccc2S3=O)cc1OCC (centres undefined) ?
FUS yeast rescue: 25.1µM*; Abeta rescue: 0.6%

What do the screens show for `COc1ccc2c(c1)CCc1c(C(=O)Nc3c(C)nn(Cc4ccc(Cl)c(Cl)c4)c3C)noc1-2`?
FUS yeast rescue: 19.5%; Abeta rescue: -1.5%

Results for Cc1ccc(CN(C(=O)c2ccc(F)cc2)c2ccccn2)o1 ?
FUS yeast rescue: 1.3%; Abeta rescue: 2.0%

How did COc1ccc(Nc2ccc3cc(S(=O)(=O)N4CCCC4)ccc3n2)cc1OC do in these assays?
FUS yeast rescue: inconclusive; Abeta rescue: -2.0%

How did CCc1nn2c(=O)c(S(=O)(=O)Nc3ccc(C)cc3C)c(C)nc2s1 do in these assays?
FUS yeast rescue: 23.8%; Abeta rescue: 10.5%

Results for CCCSc1nnc(NC(=O)Cc2coc3cc(C)ccc23)s1 ?
FUS yeast rescue: -13.5%; Abeta rescue: -4.6%

Results for COc1ccccc1CNC(=O)C(Cc1ccccc1)NS(=O)(=O)c1ccc2c(c1)oc(=O)n2C (centres undefined) ?
FUS yeast rescue: 15.1%; Abeta rescue: 0.8%

Results for COc1ccc(N2C(=O)CS(=O)(=O)C23C(=O)N(Cc2ccc(C)cc2)c2ccccc23)cc1Cl (centres undefined) ?
FUS yeast rescue: inconclusive; Abeta rescue: -0.2%

Results for COc1ccc(CCNC(=O)c2ccc3c(c2)N(Cc2ccccc2F)C(=O)c2ccccc2S3(=O)=O)cc1OC ?
FUS yeast rescue: 20µM*; Abeta rescue: -9.8%

What do the screens show for `COc1ccc(-c2cc(C(F)(F)F)nc(SCC(=O)N3CCCCC3C)n2)cc1OC` (centres undefined)?
FUS yeast rescue: 12.5%; Abeta rescue: -8.5%

Results for COc1ccc(N(CC(=O)NCCc2ccccc2)S(=O)(=O)c2ccccc2)c(OC)c1 ?
FUS yeast rescue: inconclusive; Abeta rescue: 3.1%

How did COc1cc(NS(=O)(=O)c2cc3c(cc2C)N(C)CCO3)cc(OC)c1OC do in these assays?
FUS yeast rescue: -0.4%; Abeta rescue: -8.7%

Results for COc1cc(C2c3c(-c4c(C)cc(C)cc4O)n[nH]c3C(=O)N2CCCOC(C)C)cc(OC)c1OC (centres undefined) ?
FUS yeast rescue: 21.7%; Abeta rescue: -20.0%

Results for CCc1cccc(NC(=O)C2CCC(CNS(=O)(=O)c3csc(C(N)=O)c3)CC2)c1 (centres undefined) ?
FUS yeast rescue: 4.3%; Abeta rescue: -6.9%

How did CCN1CCc2c(sc(NC(=O)c3ccc(S(=O)(=O)N4CCCC(C)C4)cc3)c2C(=O)OC)C1 (centres undefined) do in these assays?
FUS yeast rescue: 19.4%; Abeta rescue: -17.8%

What do the screens show for `COc1ccc(OC)c(C2N=C(N)Nc3nc4ccccc4n32)c1` (centres undefined)?
FUS yeast rescue: 6.6%; Abeta rescue: -9.5%

How did CC(C)c1ccc(NC(=O)CSC2=Nc3ccccc3C3=NC(CCC(=O)NCc4ccc(F)cc4)C(=O)N23)cc1 (centres undefined) do in these assays?
FUS yeast rescue: 33.6%; Abeta rescue: 7.9%

What do the screens show for `COC(=O)c1cccc(Nc2c(-c3ccc(O)cc3)nc3nc[nH]n23)c1`?
FUS yeast rescue: 10.8%; Abeta rescue: -4.3%

Results for CN(C(=O)C1CCCN(c2ncnc3c2nc2n3CCCCC2)C1)c1ccccc1F (centres undefined) ?
FUS yeast rescue: 33.7%; Abeta rescue: -5.1%

What do the screens show for `CCOCc1cc(CN2CCN(c3cccc(C(F)(F)F)c3)CC2)c(O)c2ncccc12`?
FUS yeast rescue: 35.6%; Abeta rescue: -28.7%

What do the screens show for `CCOC(=O)c1c(C)oc2ccc(N(C(=O)c3ccncc3)S(=O)(=O)c3ccc(Br)cc3)cc12`?
FUS yeast rescue: 28.4%; Abeta rescue: 3.9%

How did COc1cccc(CN2c3ccccc3-c3nc(SCC(=O)Nc4cccc(C)c4)ncc3S2(=O)=O)c1 do in these assays?
FUS yeast rescue: 23.3%; Abeta rescue: 8.9%

How did CCc1noc(-c2ccc(N3CCCCC3C)c([N+](=O)[O-])c2)n1 (centres undefined) do in these assays?
FUS yeast rescue: 35.6%; Abeta rescue: -0.5%

Results for CCC(CC)C(=O)Nc1ccc(OCc2cc(=O)n3ccc(C)cc3n2)cc1 ?
FUS yeast rescue: -14.7%; Abeta rescue: -3.5%

How did CCOC(=O)c1c(C)[nH]c(C)c1S(=O)(=O)N(C)CC(=O)Nc1cc(Cl)ccc1OC do in these assays?
FUS yeast rescue: 0.1%; Abeta rescue: -12.6%

How did CNS(=O)(=O)c1cn(CC(=O)N2CCN(c3cccc(C)c3C)CC2)cc1S(=O)(=O)NC do in these assays?
FUS yeast rescue: 12.2%; Abeta rescue: -4.3%

What do the screens show for `CCSc1nc2c([nH]c3ccccc32)c(=O)n1-c1cccc(OC)c1`?
FUS yeast rescue: -0.6%; Abeta rescue: -3.4%

Results for CCCNC(=O)Cn1ncc2c3ccccc3n(CCC)c2c1=O ?
FUS yeast rescue: -15.5%; Abeta rescue: -7.8%

How did CC(NC(=O)Cn1c(=O)oc2cc(S(=O)(=O)NCc3ccccc3)ccc21)c1ccccc1 (centres undefined) do in these assays?
FUS yeast rescue: 10.4%; Abeta rescue: -15.3%

How did Cc1ccc(-n2c(=O)c3c4c(sc3n(CC(=O)Nc3cccc(Cl)c3)c2=O)CCCCC4)cc1C do in these assays?
FUS yeast rescue: -15.5%; Abeta rescue: 7.2%

What do the screens show for `Cc1noc(/C=C/c2cccs2)c1S(=O)(=O)N1CCC(C(=O)NCc2ccc(Cl)cc2)CC1`?
FUS yeast rescue: 19.2%; Abeta rescue: -12.8%

Results for CCOc1ccc(S(=O)(=O)N(C(=O)c2ccncc2)c2ccc3oc(C)c(C(=O)OC)c3c2)cc1 ?
FUS yeast rescue: inconclusive; Abeta rescue: 6.5%

How did Cc1ccc2occ(CC(=O)Nc3ccc(S(=O)(=O)N4CCC(C)CC4)cc3)c2c1 do in these assays?
FUS yeast rescue: 41.6%; Abeta rescue: 0.0%

Results for Cc1cccc(Nc2c3c(nc4nncn24)CCC3)c1 ?
FUS yeast rescue: -17.1%; Abeta rescue: -8.6%

Results for COc1ccc(OC)c(NC(=O)C2CCN(S(=O)(=O)c3ccc4c(c3)CCCC(=O)N4)CC2)c1 ?
FUS yeast rescue: 3.0%; Abeta rescue: -5.7%

How did CCCc1cnc2c(c1SCC(=O)N(C)c1ccccc1)c(=O)n(C)c(=O)n2C do in these assays?
FUS yeast rescue: 1.1%; Abeta rescue: -6.8%

How did CN1CCN(C(=O)Cn2ncc3c4ccccc4n(Cc4ccc(F)cc4)c3c2=O)CC1 do in these assays?
FUS yeast rescue: 1.1%; Abeta rescue: 7.4%

Results for CCc1ccc(NC(=O)Cn2c(=O)n(-c3ccccc3)c(=O)c3ccc(C(=O)NCc4ccc5c(c4)OCO5)cc32)cc1 ?
FUS yeast rescue: -13.8%; Abeta rescue: -20.7%

Results for O=C(Cn1ccc2cc(S(=O)(=O)N3CCCC3)ccc21)NCc1ccc(Cl)cc1 ?
FUS yeast rescue: -17.4%; Abeta rescue: -13.6%

Results for Cc1ccc(C)c(NC(=O)CN2C(=O)CCc3ccccc32)c1 ?
FUS yeast rescue: -0.2%; Abeta rescue: -0.2%

How did COc1ccc(S(=O)(=O)N2CCN(c3ccccc3)CC2)cc1-c1noc(C)n1 do in these assays?
FUS yeast rescue: 11.2%; Abeta rescue: 0.8%

What do the screens show for `COc1cccc(-c2nc(SCC(=O)NC3CCCC3)c(-c3ccc(F)cc3)[nH]2)c1`?
FUS yeast rescue: -16.6%; Abeta rescue: -5.0%

Results for Cc1ccccc1-c1noc(-c2ccc(NCc3cccnc3)c([N+](=O)[O-])c2)n1 ?
FUS yeast rescue: 0.9%; Abeta rescue: -26.6%

Results for COc1ccc(CC(=O)NCc2nc3cccnc3n2Cc2ccc(F)cc2)cc1OC ?
FUS yeast rescue: -12.3%; Abeta rescue: -7.7%

What do the screens show for `CCOc1ccccc1C(=O)Nc1ccc2c(c1)N(C)C(=O)c1ccccc1S2`?
FUS yeast rescue: 9.3%; Abeta rescue: -10.2%

What do the screens show for `Cc1nc2ccn(Cc3cccs3)c(=O)c2cc1C(=O)NCc1ccc(Br)cc1`?
FUS yeast rescue: 44.9%; Abeta rescue: -3.9%

Results for COc1ccc(-c2nc3ccc(NS(=O)(=O)c4ccc(C)cc4)cc3o2)cc1 ?
FUS yeast rescue: inconclusive; Abeta rescue: 15.9%

How did COc1ccc(C)cc1NC(=O)Cn1c(=O)c(C(F)(F)F)nc2ccccc21 do in these assays?
FUS yeast rescue: 6.5%; Abeta rescue: -5.5%

Results for Cc1c2cnn(-c3ccccc3)c(=O)c2c(C)n1CC(=O)NCCc1ccc(Cl)cc1 ?
FUS yeast rescue: 8.9%; Abeta rescue: -8.5%

What do the screens show for `CCOc1ccc(-c2nonc2NC(=O)c2oc3cc(C)ccc3c2C)cc1`?
FUS yeast rescue: 29.7%; Abeta rescue: inconclusive

How did COC(=O)c1cccc(CN2C(=O)SC(Nc3ccccc3C)C2=O)c1 (centres undefined) do in these assays?
FUS yeast rescue: 28.3%; Abeta rescue: 13.1%

What do the screens show for `Cc1c(C(=O)OCc2ccccc2)[nH]c2c1C(=O)CC(c1ccc(Cl)cc1)C2` (centres undefined)?
FUS yeast rescue: -12.5%; Abeta rescue: -9.3%

What do the screens show for `COc1ccc2[nH]c(C)c(CCNS(=O)(=O)c3cc(F)ccc3OC)c2c1`?
FUS yeast rescue: 1.3%; Abeta rescue: -0.8%

Results for Cc1nc2nc(NC(=O)C(C)(C)C)[nH]n2c(=O)c1Cc1ccccc1 ?
FUS yeast rescue: -5.9%; Abeta rescue: -17.8%

Results for CCC(C)n1c(=O)c2sccc2n2c(CCCC(=O)N3CCN(c4ccccc4)CC3)nnc12 (centres undefined) ?
FUS yeast rescue: 16.6%; Abeta rescue: 5.6%

What do the screens show for `CCc1ccc(C(=O)CC2(O)C(=O)N(CCc3ccccc3)c3ccc(Br)cc32)cc1` (centres undefined)?
FUS yeast rescue: 31.1%; Abeta rescue: 12.8%

How did COc1ccc2c(c1)c1c(c(=O)n(-c3cccc(Cl)c3)c(=O)n1CC(=O)NCC1CCCO1)n2C (centres undefined) do in these assays?
FUS yeast rescue: -0.8%; Abeta rescue: -12.4%

How did Fc1ccccc1Cc1cn2cc(-c3ccc(Cl)cc3)nc2s1 do in these assays?
FUS yeast rescue: 5.3%; Abeta rescue: -2.5%

Entries shown so far that have a thiophene ring, fused or not:
Results for C#CCSc1nc2sc3c(c2c(=O)n1Cc1ccccc1)CCCC3 ?
FUS yeast rescue: 8.0%; Abeta rescue: -17.1%

Results for CCc1cccc(NC(=O)C2CCC(CNS(=O)(=O)c3csc(C(N)=O)c3)CC2)c1 (centres undefined) ?
FUS yeast rescue: 4.3%; Abeta rescue: -6.9%

How did CCN1CCc2c(sc(NC(=O)c3ccc(S(=O)(=O)N4CCCC(C)C4)cc3)c2C(=O)OC)C1 (centres undefined) do in these assays?
FUS yeast rescue: 19.4%; Abeta rescue: -17.8%

How did Cc1ccc(-n2c(=O)c3c4c(sc3n(CC(=O)Nc3cccc(Cl)c3)c2=O)CCCCC4)cc1C do in these assays?
FUS yeast rescue: -15.5%; Abeta rescue: 7.2%

What do the screens show for `Cc1noc(/C=C/c2cccs2)c1S(=O)(=O)N1CCC(C(=O)NCc2ccc(Cl)cc2)CC1`?
FUS yeast rescue: 19.2%; Abeta rescue: -12.8%

What do the screens show for `Cc1nc2ccn(Cc3cccs3)c(=O)c2cc1C(=O)NCc1ccc(Br)cc1`?
FUS yeast rescue: 44.9%; Abeta rescue: -3.9%

Results for CCC(C)n1c(=O)c2sccc2n2c(CCCC(=O)N3CCN(c4ccccc4)CC3)nnc12 (centres undefined) ?
FUS yeast rescue: 16.6%; Abeta rescue: 5.6%

An excerpt (hit frequency here may not be typical).
